Arrestin-AP2 inh – inhibitors of beta-arrestin/AP2 binding, primary screen, biochemical, GPCR trafficking, flow cytometry | beta-arrestin 1 C-terminal peptide binding to AP2 beta2-adaptin appendage (human) | FITC-arrestin peptide / GST-AP2 beads; AP2 beta2 appendage carries R879A mutation | inhibition, % at 10 µM | 340,000 compounds, 0.31% hits | AID 504490, 2011;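 active = inhibition above a set limit, near 3 SD of compounds lacking own fluorescence, cut at about 54% in these data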;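 also: plate controls were DMSO wells for no effect and 5 µM unlabelled arrestin peptide for full effect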
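Assay system: GST-AP2 R879A bound to glutathione beads, E. coli-expressed; Medium: PBS with 0.05% Tween 20 and 0.1% BSA; Also added: fluorescein-tagged arrestin peptide at 50 nM final; Timing: 12 min plus 1 h, RT; Measured by: flow cytometry, FL1 (488/535 nm); Evaluation: percent drop in bead-associated FITC signal.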
OPRM1-OPRD1 ag – agonists of OPRM1-OPRD1 heterodimerization, primary screen, cell-based, luminescence; AID 504326, 2011; 340,000 compounds, 0.3% hits; activation, % at 9.3 µM; cells; in the data active = activation above about 18%;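 also: 0% = vehicle-treated cells and 100% = reference agonist; values of inactives mirror those of a sister screen read the other way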
HTR5A ag – HTR5A agonists in luminescence cell assay, primary screen, counter-screen for OPRM1-OPRD1 heterodimer agonist project, full-deck HTS | AID 504692, 2011 | activation, % at 9.3 µM | 340,000 compounds, 0.61% hits | cell-based; in the data active = activation mostly above about 9.5%, no sharp cut-off; inactive = mostly below about 7.6%;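 also: 0% = cells with vehicle only and 100% = reference agonist; strong numbers were not always called active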
Target sequence (P47898 whole entry, looked up): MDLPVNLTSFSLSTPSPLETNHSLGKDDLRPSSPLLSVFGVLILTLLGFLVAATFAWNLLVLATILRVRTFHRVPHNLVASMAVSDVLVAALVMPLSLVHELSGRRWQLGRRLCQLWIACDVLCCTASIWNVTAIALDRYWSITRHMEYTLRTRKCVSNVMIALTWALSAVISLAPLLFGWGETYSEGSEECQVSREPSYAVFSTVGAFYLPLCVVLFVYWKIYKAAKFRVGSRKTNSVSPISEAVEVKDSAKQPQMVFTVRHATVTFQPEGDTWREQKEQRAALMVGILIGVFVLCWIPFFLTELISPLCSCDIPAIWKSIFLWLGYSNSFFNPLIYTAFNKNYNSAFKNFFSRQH
HTR5A inv ctr – HTR5A inverse agonists in luminescence cell assay, primary screen, counter-screen for OPRM1-OPRD1 heterodimer inverse agonist project, full-deck HTS; 5-hydroxytryptamine receptor 5A (Homo sapiens), P47898; HTR5A cell line, inverse agonism; inhibition, % at 9.3 µM; 340,000 compounds, 0.083% hits; AID 504634, 2011; in the data active = inhibition mostly above about 23%, no sharp cut-off; inactive = mostly below about 18%;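 also: 0% = cells with DMSO and 100% = no-cell wells with DMSO; some compounds called inactive have numbers as strong as hits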
PKA-R1A act – activators of PKA-R1A holoenzyme, primary screen, biochemical, fluorescence polarization, Cy5-IP20, bovine R1A, mouse PKAc; cAMP-dependent protein kinase type I-alpha regulatory subunit (Bos taurus) + …; PKA-R1A dissociation; scaled: DMSO 0%, 113 µM cGMP 100%; activation, % at 11.4 µM; 340,000 compounds, 0.083% hits;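 active = percent activation above the mean of all tested compounds plus 3 SD, cut at about 19% in these data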;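 also: higher means more PKAc released from R1A so a rise in polarization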
PKA-R2B activ – activators of PKA-R2B holoenzyme, primary screen, biochemical, fluorescence polarization, Cy5-IP20, human; PKA-R2B holoenzyme dissociation; R2B truncated from residue 108, S112A mutant; 0% DMSO only, 100% 113 µM cGMP; cAMP-dependent protein kinase catalytic subunit beta (Homo sapiens) + cAMP-dependent …; activation, % at 11.4 µM; AID 504700, 2011; 340,000 compounds, 0.079% hits;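 active = activation above a cutoff set at the mean over all compounds plus 3 SD, cut at about 18% in these data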;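 also: higher means more holoenzyme dissociation and a rise in polarization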
DAGLB inh – DAGLB lipase inhibitors, primary screen, biochemical, fluorescence, HTS. inhibition, % at 5.17 µM. HEK293T DAGLB membrane lysate, EnzChek fluorogenic substrate. AID 504411, 2011. 340,000 compounds, 0.059% hits; in the data active = inhibition above about 34%;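 also: 0% = enzyme with vehicle and 100% = wells lacking enzyme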
Target sequence (Q8NCG7 whole entry, looked up): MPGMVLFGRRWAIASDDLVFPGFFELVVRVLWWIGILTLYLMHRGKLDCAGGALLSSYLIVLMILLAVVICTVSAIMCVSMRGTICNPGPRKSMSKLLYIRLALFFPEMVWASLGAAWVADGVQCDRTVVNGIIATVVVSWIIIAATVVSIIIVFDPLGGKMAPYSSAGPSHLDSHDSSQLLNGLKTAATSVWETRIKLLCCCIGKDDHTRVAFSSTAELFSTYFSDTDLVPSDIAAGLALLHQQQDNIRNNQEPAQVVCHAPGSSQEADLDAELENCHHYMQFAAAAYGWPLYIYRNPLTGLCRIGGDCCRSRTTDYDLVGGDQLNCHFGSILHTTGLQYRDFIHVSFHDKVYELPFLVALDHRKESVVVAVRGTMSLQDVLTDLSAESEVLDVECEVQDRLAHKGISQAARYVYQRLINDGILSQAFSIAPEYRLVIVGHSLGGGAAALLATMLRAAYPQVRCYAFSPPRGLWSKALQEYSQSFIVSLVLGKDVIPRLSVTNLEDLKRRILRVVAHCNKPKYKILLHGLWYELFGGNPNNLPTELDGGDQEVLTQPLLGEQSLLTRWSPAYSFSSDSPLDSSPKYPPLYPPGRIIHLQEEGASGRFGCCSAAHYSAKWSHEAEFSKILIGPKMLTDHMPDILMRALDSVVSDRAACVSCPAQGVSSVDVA
DSG3 Ab inh – inhibitors of pemphigus antibody binding to DSG3, primary screen, biochemical, bead-based, flow cytometry, scFv-GFP; binding (percent of control), % at 10 µM; 310,000 compounds, 0.48% hits; DSG3-coupled beads, scFv-anti-DSG3-GFP binding; active compounds read low; Desmoglein-3 (Homo sapiens), P32926;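 active = binding more than 3 SD below its plate's average and above zero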;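 also: hits lower antibody fragment binding to DSG3; some compounds called inactive have numbers as strong as hits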
OPRM1-OPRD1 inv – inverse agonists of MOR-DOR heterodimerization, primary screen, cell-based, luminescence | 340,000 compounds, 0.21% hits | cell-based MOR-DOR heterodimer luminescence, inverse agonism | Mu-type opioid receptor (Homo sapiens) + Delta-type opioid receptor (Homo sapiens), … | AID 504357, 2011 | inhibition, % at 9.3 µM; in the data active = inhibition above about 22%, passing the limit was not always enough;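 also: 0% = cells with DMSO and 100% = wells without cells with DMSO; values of inactives mirror those of a sister screen read the other way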
V-ATPase pHluor – regulators of yeast V-ATPase proton pumping, primary screen, pHLuorin cytosolic pH fluorescence; 350,000 compounds, 0.37% hits; response, % at 10 µM; S. cerevisiae; in the data active = response mostly above about 7.3%, no sharp cut-off; inactive = mostly below about 5.4%; also: actives read high; inactives centre near 0; some compounds called inactive have numbers as strong as hits; reference of the scale not given here
Active calls of the source: *; . = not tested or not shown.

SMILES	Arrestin-AP2 inh	OPRM1-OPRD1 ag	HTR5A ag	HTR5A inv ctr	PKA-R1A act	PKA-R2B activ	DAGLB inh	DSG3 Ab inh	OPRM1-OPRD1 inv	V-ATPase pHluor
CCOC(=O)c1cc(NC(=O)C2CCCO2)cc(C(=O)OCC)c1 (configuration not stated)	4	-2.1	-2	-11	5	3	-2	97	11	-90
Cc1c(CN(C)C(=O)c2sc3cc(Cl)ccc3c2Cl)cnn1C	-9	2.2	3	3	-4	-8	-1	98	-13	-2
CCNc1c(NS(=O)(=O)c2ccc([N+](=O)[O-])cc2)c(=O)oc2ccccc12	8	0.6	3	-9	4	-11	-2	107	-3	10
Cn1c(N)c(C(=O)COC(=O)CCC(=O)c2ccc(F)cc2)c(=O)n(C)c1=O	0	-0.4	-5	-10	-10	-4	1	110	2	1
CCC(C)NC(=O)C(CCSC)NC(=O)c1ccccc1 (configuration not stated)	-4	-1.0	-3	7	-11	5	-3	77	6	4
COc1ccccc1/C=C/C(=O)NNC(=O)c1cccs1	-6	-2.4	-1	4	-14	-7	1	98	13	1
COc1ccc(Cl)cc1C(=O)O/N=C(\N)c1ccncc1	40	4.4	4	-18	-10	2	-8	108	-23	-2
COc1ccc(NC(=O)c2nc[nH]c2C(=O)N2CCN(c3ccccc3)CC2)cc1	9	3.3	8	-8	13	-6	1	104	-19	-3
O=C(c1ccccc1)N1CCN(Cc2ccccc2Br)CC1	-12	-1.2	4	-21	-5	-1	-2	103	6	-4
COc1ccc(C2Nc3cccc4cccc(c34)N2)cc1	9	-2.7	-2	5	6	12	14	89	13	0
COc1ccc(N2C(=O)CSC23C(=O)N2CCCc4cccc3c42)cc1 (configuration not stated)	7	-0.3	2	-4	-9	-8	3	103	2	0
CCOC(=O)c1sc(-c2ccc(F)cc2)cc1N	4	2.2	0	-20	3	-14	-4	98	-12	0
CCOC(=O)C1=C(C)N(C[C@@H]2CC[C@@H](Cc3ccc(-c4ccccc4)cc3)O2)C(=O)NC1c1ccc(SCc2ccco2)c([N+](=O)[O-])c1 (some centres not stated)	-7	-2.2	4	-15	-2	6	10	97	11	0
O=C(Nc1ccccc1F)C1CCCN1S(=O)(=O)c1ccc(Cl)cc1 (configuration not stated)	26	-1.5	2	8	6	4	0	103	6	0
Nc1nc(SCC(=O)O)[nH]c(=O)c1NC(=O)c1ccccc1F	5	0.0	5	-4	-3	3	0	85	0	1
COc1ccccc1CNC(=O)Cc1ccc(C)cc1	-6	0.2	0	-24	-2	-10	1	90	-1	3
Cc1ccc(NC(=O)CSC2=Nc3ccccc3C3CC=NN23)c(C)c1 (configuration not stated)	-7	-1.8	-2	29	-10	2	-2	102	9	4
O=C(COC(=O)CNS(=O)(=O)/C=C/c1ccccc1)Nc1cc(S(=O)(=O)N2CCCCC2)ccc1Cl	18	-2.4	3	-8	5	-4	-3	93	12	2
COC(=O)COc1cc(=O)oc2ccc(NS(=O)(=O)c3ccccc3)cc12	-4	-2.3	1	-3	5	-2	1	90	12	-2
CCCCN1C(=O)CC(Nc2ccc(CC)cc2)C1=O (configuration not stated)	17	1.2	12	11	-9	-1	4	119	-7	0
COC(=O)CSC1=C(C#N)C(c2ccccc2F)CC(=O)N1 (configuration not stated)	-5	0.0	-1	2	1	8	1	99	0	6
COc1cc(C(=O)OCC#N)ccc1OCc1c(C)noc1C	-10	-2.0	2	-5	-4	0	0	98	10	3
Cc1ccc(C2NC(=S)NC3=C2C(=O)CC(C)(C)C3)cc1 (configuration not stated)	-15	-1.3	2	-7	8	-11	1	101	7	0
O=C(COc1ccccc1Cl)Nc1cc(Cl)ccc1Oc1ccccc1	20	-2.3	-1	-22	-14	3	-1	118	13	-1
O=C(CN1CCc2ccccc21)Nc1ccc2c(c1)OCO2	6	-1.8	2	-1	-8	0	3	72*	10	-2
C[C@@H]1C=C(C(=O)N2CCOCC2)O[C@H](OCc2ccc(CO)cc2)C1	3	0.2	-2	-4	1	3	1	105	-1	1
CC1CCCC(C)N1CCCNC(=O)c1cc2c(s1)-c1ccccc1OC2 (configuration not stated)	17	-2.7	4	-16	-12	-11	0	.	14	1
CC(C)NC(=O)CSc1nnc(-c2ccc(S(=O)(=O)N3CCCC3)cc2)n1CC1CCCO1 (configuration not stated)	-8	-2.5	4	-14	-8	-4	-1	102	14	0
CCOC(=O)c1c(C)oc2ccc(OCC(=O)C(C)(C)C)cc12	-1	4.1	1	-3	2	3	-5	96	-23	-2
Cc1cc(Cl)ccc1NNC(=O)c1cccs1	-11	0.9	1	-11	-3	-2	-4	.	-4	1
Cc1cc(C(=O)N/N=C/c2ccccc2[N+](=O)[O-])c(C)o1	-4	-0.1	10	0	-2	8	1	107	1	-3
CCOC(=O)C(NC(=O)c1cccnc1)(Nc1cccc(C)n1)C(F)(F)F (configuration not stated)	7	-1.1	3	-8	-6	0	-5	99	4	1
COc1ccc(C(=O)NCC(=O)OCC(=O)NCc2cccs2)cc1	-17	-0.9	-3	12	-7	2	1	98	5	3
Cc1ccsc1CN(C)C(=O)c1ccc(Oc2ccccc2)cc1	-2	5.3	-4	11	-6	-3	-14	.	-40	0
Cc1ccc(S(=O)(=O)N2CCCC(C(=O)NCCc3ccc(Cl)cc3)C2)cc1 (configuration not stated)	.	.	.	.	7	-2	-4	95	.	.
CCOC(=O)CN1C(=O)S/C(=C/c2ccc(C)o2)C1=O	-5	1.8	3	-12	8	-7	-3	121	-9	-4
Cn1ccnc1SCC(=O)NC1CC1	-7	-0.4	10	-26	-5	10	-1	99	2	-5
COCc1cc(C)nc(SCc2ccc(F)cc2)c1C#N	41	0.6	-2	7	-8	8	-11	99	-3	4
c1ccc(CSc2ncn[nH]2)nc1	34	-3.9	-3	7	-2	-1	-6	103	20	-4
CC[C@@]1(C(=O)OC)N[C@H](CN(C)C(=O)Nc2ccc(Cl)cc2)[C@@H]2C(=O)N(C)C(=O)[C@@H]21	3	-2.1	2	-6	9	-7	-1	104	10	-1
CCOc1ccc(C2C(C(=O)c3ccco3)=C(O)C(=O)N2Cc2cccnc2)cc1 (configuration not stated)	-3	-3.4	-1	-42	-10	1	-2	87	18	1
CCN(CC)CC(=O)N1CCCC(N2CCN(c3cccc(C(F)(F)F)c3)CC2)C1 (configuration not stated)	-4	-1.0	-2	5	-6	-10	0	116	5	1
O=C(O)C1CC=CCC1C(=O)Nc1ccc2c(c1)OCCO2 (configuration not stated)	2	-2.4	3	4	-5	3	-2	100	12	1
Cc1ccc(NC(=O)CN(C)S(=O)(=O)c2cccs2)cc1F	4	0.2	-2	-13	-9	-9	-8	102	-1	-3
Cc1nc2ccc(F)cc2cc1C(=O)Nc1cccc(Cl)c1C	44	-2.1	4	23	-3	4	1	104	11	2

Ordered by formula weight (ascending): some entries from above
SMILES	Arrestin-AP2 inh	OPRM1-OPRD1 ag	HTR5A ag	HTR5A inv ctr	PKA-R1A act	PKA-R2B activ	DAGLB inh	DSG3 Ab inh	OPRM1-OPRD1 inv	V-ATPase pHluor
c1ccc(CSc2ncn[nH]2)nc1	34	-3.9	-3	7	-2	-1	-6	103	20	-4
Cc1cc(C(=O)N/N=C/c2ccccc2[N+](=O)[O-])c(C)o1	-4	-0.1	10	0	-2	8	1	107	1	-3
CCOC(=O)CN1C(=O)S/C(=C/c2ccc(C)o2)C1=O	-5	1.8	3	-12	8	-7	-3	121	-9	-4
O=C(O)C1CC=CCC1C(=O)Nc1ccc2c(c1)OCCO2 (configuration not stated)	2	-2.4	3	4	-5	3	-2	100	12	1
Cc1nc2ccc(F)cc2cc1C(=O)Nc1cccc(Cl)c1C	44	-2.1	4	23	-3	4	1	104	11	2
Cc1ccsc1CN(C)C(=O)c1ccc(Oc2ccccc2)cc1	-2	5.3	-4	11	-6	-3	-14	.	-40	0
COc1ccc(C(=O)NCC(=O)OCC(=O)NCc2cccs2)cc1	-17	-0.9	-3	12	-7	2	1	98	5	3
CCOc1ccc(C2C(C(=O)c3ccco3)=C(O)C(=O)N2Cc2cccnc2)cc1 (configuration not stated)	-3	-3.4	-1	-42	-10	1	-2	87	18	1
CCN(CC)CC(=O)N1CCCC(N2CCN(c3cccc(C(F)(F)F)c3)CC2)C1 (configuration not stated)	-4	-1.0	-2	5	-6	-10	0	116	5	1
CC[C@@]1(C(=O)OC)N[C@H](CN(C)C(=O)Nc2ccc(Cl)cc2)[C@@H]2C(=O)N(C)C(=O)[C@@H]21	3	-2.1	2	-6	9	-7	-1	104	10	-1

(listing goes on)
SMILES	Arrestin-AP2 inh	OPRM1-OPRD1 ag	HTR5A ag	HTR5A inv ctr	PKA-R1A act	PKA-R2B activ	DAGLB inh	DSG3 Ab inh	OPRM1-OPRD1 inv	V-ATPase pHluor
N#CC(C(=O)c1ccco1)c1ccccn1 (configuration not stated)	41	-2.6	-3	-11	-9	-4	-2	116	12	0
Cc1ccc2nc3c(c(Nc4cccc(O)c4)c2c1)CCC3	-11	-1.0	2	-7	11	6	1	98	6	1
Cc1cccc(C2=NN(c3ccccc3)[C@@H](C(=O)N3CCOC3=O)[C@@H]2c2ccc([N+](=O)[O-])cc2)c1	-17	1.1	3	-10	-1	-7	3	96	-5	-1
C[C@H](CO)N1C[C@H](C)[C@@H](CN(C)C(=O)NC2CCCCC2)Oc2ccc(NC(=O)Cn3cnnn3)cc2C1=O	-7	-3.0	0	11	-9	-4	-2	106	17	1
CC1(C)N([O-])C(c2cccs2)=C[N+]1=O	11	-1.8	-1	24	-8	7	8	97	9	.
Cc1ccc(S(=O)(=O)c2nc(S(=O)(=O)c3ccc(C)cc3)c(N3CCN(CCO)CC3)s2)cc1	11	-1.1	-1	7	-14	-11	-1	106	5	-1

Screening results as filed in PubChem.
